IL1B NFkB pot = enhancers of NFkB p65 translocation in HUVEC – imaging, IL-1B stimulus, high-content imaging, primary screen; HUVEC IL-1B NFkB p65 nuclear translocation imaging; 0.3% of 94,000 active; activation, % at 2 µM;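 active means activation above 40%, about the mean plus 3 SD, also judged a hit on visual image review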;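 further: percent activation is computed from the nuclear over cytoplasmic p65 intensity ratio; values of inactives mirror those of a sister screen read the other way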
PLAP inhibitors HTS = PLAP enzyme inhibitors, biochemical, luminescence, HTS (AID 690). Alkaline phosphatase, placental type (Homo sapiens). purified PLAP, luminescent substrate; higher % means a stronger effect. 0.08% of 96,000 active. one-dose inhibition, % at 20 µM; IC50 in µM for titrated hits; in the data active means a potency from the dose series; inactive means the rest, 99 in 100 with inhibition below about 30%; further: strong numbers were not always called active
MRP resist rev = reversal of MRP1-mediated doxorubicin resistance, primary screen, H69AR cells, doxorubicin co-treatment | H69AR cells + 2 uM doxorubicin, CellTiter-Glo, 72 h | differential viability (reversal), % at 10 µM | 0.04% of 85,000 active;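 active means viability drop by adding the cancer drug above about 55%, with treated viability meeting a 40% cutoff, limit read from the data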;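 further: viability without doxorubicin minus viability with 2 µM doxorubicin for each compound; larger differential means the compound sensitizes cells more to doxorubicin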
NFkB transloc inh = inhibitors of IL-1B driven NFkB p65 nuclear import, primary screen, imaging, HUVEC, IL-1B stimulus, high-content imaging. 0.43% of 94,000 active. inhibition, % at 2 µM. HUVEC IL-1B NFkB p65 nuclear translocation imaging;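 active means inhibition above about 30% together with a positive call from visual inspection of the well image, limit read from the data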;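 further: nuclear over cytoplasmic p65 intensity ratio measured by imaging; 0% = IL-1B stimulated DMSO wells and 100% = unstimulated DMSO wells; values of inactives mirror those of a sister screen read the other way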
Bcl-B TR3 displacers = displacers of TR3 peptide from Bcl-B, primary screen, selectivity assay for Bfl-1 inhibitor project, biochemical, fluorescence polarization; 0.11% of 96,000 active; FP displacement of FITC-TR3 peptide from Bcl-B; higher % means a stronger effect; one-dose displacement, % at 20 µM; IC50 in µM for titrated hits;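 active means displacement above 50% at 20 µM plus a fluorescence interference ratio under 1.5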;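 further: plate controls were wells without compound for no effect and wells lacking Bcl-B protein for full effect; a part of the inactive calls stands beside numbers as strong as those of hits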
MRP resist rev cytotoxicity = second read-out of MRP resist rev, no call of its own (marks repeat the call); viability, %; H69AR cells, CellTiter-Glo, 72 h; measured here: cytotoxicity without doxorubicin
MRP resist rev with doxorubicin = further read-out of MRP resist rev, marked with its call; viability, %; measured here: viability with 2 uM doxorubicin; hits give low values
NFkB transloc inh cell count 2 µM = also measured in NFkB transloc inh; calls as there; cell count; measured here: cells passing quality filter;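 raw number of nuclei counted in each imaged well without normalization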
IL1B NFkB pot cell count 2 µM = further read-out of IL1B NFkB pot, marked with its call; cell count; measured here: cells passing quality filter
* hit, by the source's call; . = no result given.

mol,IL1B NFkB pot,IL1B NFkB pot cell count 2 µM,PLAP inhibitors HTS,MRP resist rev,MRP resist rev cytotoxicity,MRP resist rev with doxorubicin,NFkB transloc inh,NFkB transloc inh cell count 2 µM,Bcl-B TR3 displacers
Cc1nn(CC(=O)NCCc2ccccc2)c(=O)c2ccccc12,-16,92,10%,-5,104,109,16,92,-7%
COc1cc(C)c(N(C(C)=O)c2ccccc2)c(C)c1,1,172,-11%,4,86,82,-1,172,0%
COc1ccc(-c2nnc3sc(CCN4C(=O)c5ccccc5C4=O)nn23)cc1,-4,116,-19%,16,88,72,4,116,-8%
COc1ccc(-n2cnc3cc(NC(=O)c4ccco4)ccc32)cc1,0,178,18%,-18,55,73,0,178,1%
COCCCNC(c1ccccc1)c1ccncc1 (stereo unspecified),-4,106,-11%,14,96,82,4,106,2%
CCOC(=O)c1ncn2c1C(=O)OC2(C)C,.,.,2%,.,.,.,.,.,6%
Cc1nc2c(-c3ccc(F)cc3)c(C)nn2c(C)c1CCC(=O)N1CCOCC1,-15,69,-47%,.,.,.,15,69,2%
CSc1ccccc1NC(=O)CSCc1ccc(Br)cc1,-2,166,8%,.,.,.,2,166,-11%
CCOC(=O)Cc1csc(SCC(=O)Nc2cc(Cl)ccc2Oc2ccccc2)n1,3,154,18%,-24,59,83,-3,154,-27%
COCCCn1c(CCC(=O)O)ccc1-c1ccc(F)cc1,-2,99,-40%,9,91,82,2,99,3%
CCOC(=O)Cc1nnc(Nc2ccc(C)cc2)c2ccccc12,2,148,.,-7,84,91,-2,148,.
COC(=O)c1nc(NC(=O)c2ccccc2Cl)n[nH]1,-3,170,-6%,.,.,.,3,170,8%
c1ccc(-c2ncc(CSc3nncn3-c3ccccc3)s2)cc1,-11,181,30%,13,92,79,12,181,-9%
c1ccc(NC(=NCc2ccco2)c2ccccc2)cc1,9,217,13%,8,94,86,-9,217,-7%
CCCn1c(=N)n(CC(=O)O)c2ccccc21,9,120,.,3,99,96,-9,120,.
Cc1ccc(C)c(CSc2nnc([C@@H](N)C(C)C)o2)c1,6,98,-74%,7,90,84,-6,98,-3%
CCCCOc1ccc(/C=N/NC(=O)c2csc(C)c2C)cc1,18,213,-47%,.,.,.,-18,213,-4%
CCn1c2ccccc2c2cc(C3C(C#N)=C(N)OC4=C3C(=O)CC(C)(C)C4)ccc21 (stereo unspecified),.,.,-13%,6,93,86,.,.,-4%
Cc1sccc1C1C(C#N)=C(N)SC(N)=C1C#N,6,165,-19%,-7,80,87,-6,165,-7%
COc1ccccc1C1C(C(N)=O)=C(C)Nc2ncnn21 (stereo unspecified),2,114,0%,18,92,74,-2,114,-9%
COc1ccc(-c2cc(C(F)(F)F)nc(SCCC(=O)N3CCN4CCCC4C3)n2)cc1 (stereo unspecified),9,106,-32%,-7,64,71,-9,106,-4%
CCOC(=O)c1nnn(-c2nc(OC)nc(N3CCCCC3)n2)c1-c1ccccc1,-9,196,-38%,.,.,.,9,196,-5%
NS(=O)(=O)c1cccnc1Nc1cccc(Cl)c1,-1,160,-33%,.,.,.,2,160,3%
CCN(C(=O)CN1CCN(c2ccccc2O)CC1)c1c(N)n(Cc2ccccc2)c(=O)[nH]c1=O,-16,202,-59%,4,100,96,16,202,-2%
O=C(O)C1CCCN1c1ncccn1 (stereo unspecified),30,70,14%,16,104,89,-30,70,3%
NS(=O)(=O)c1ccc(NS(=O)(=O)/C=C/c2ccccc2)cc1,0,115,-4%,7,93,85,0,115,-1%
Cc1cc(C)nc(SCc2nnc(SCC(=O)Nc3ccc(Cl)c(C(F)(F)F)c3)o2)n1,3,82,-19%,-5,89,94,-3,82,0%
CC(=O)c1cccc(NC(=O)CN(C2CCCCC2)S(C)(=O)=O)c1,5,146,4%,0,85,85,-5,146,4%
CC(C)c1nnc(NC(=O)CSc2ccccc2)s1,0,152,10%,5,94,89,0,152,4%
O=C(Nc1ccc(Cl)cc1)N(CCCN1CCOCC1)Cc1cccs1,-1,168,-68%,16,93,78,1,168,4%
COc1ccc(CCNC(=O)c2cnn3ccccc23)c(OC)c1OC,-4,45,4%,6,89,83,4,45,2%
CC(C)CCNC(=O)Cn1c(NCCC(C)C)nc2c1c(=O)n(C)c(=O)n2C,10,49,.,12,92,80,-10,49,.
CC(C)OCC1CC(CC(=O)NC(=S)Nc2cccc([N+](=O)[O-])c2)C(=O)O1 (stereo unspecified),7,107,.,-7,83,90,-7,107,.
CN(C)S(=O)(=O)N1CCN(C(=O)c2cccc(Br)c2)CC1,4,136,12%,30,104,75,-4,136,12%
Cc1c(NC(=O)C2Cc3ccccc3CN2C(=O)c2ccco2)c(=O)n(-c2ccccc2)n1C (stereo unspecified),-1,204,0%,-1,102,103,1,204,14%
Cn1c(O)c(C2=c3ccccc3=NC2=O)sc1=Nc1ccc(Cl)cc1,26,109,.,-18,40,57,-26,109,.
CCC1S/C(=N\S(=O)(=O)c2cccs2)N(C2CCCCC2)C1=O (stereo unspecified),10,107,18%,-3,82,85,-10,107,-10%
Cc1cc(=O)oc2cc(OCc3cc4c(cc3Cl)OCO4)ccc12,23,150,-13%,.,.,.,-23,150,-9%
CCc1nc(NCCC(C)C)c(C#N)c2c1CCCC2,-4,137,13%,12,77,65,4,137,-2%
CCSc1nc(C)nc2c1oc1ccccc12,.,.,20%,14,98,85,.,.,-14%
Cc1ccc(S(=O)(=O)N(C#N)c2nc(C)cc(C)n2)cc1,2,168,22%,-8,93,101,-2,168,5%
COC(=O)c1ccc(C2CC(=O)NC3=C2C(=O)CCC3)cc1 (stereo unspecified),-7,92,-4%,2,93,91,7,92,-2%
CCCSc1cc(N2CCN(C)CC2)nc(-c2ccc(OC)cc2)n1,3,136,-87%,.,.,.,-3,136,-8%
CCN(CC)S(=O)(=O)c1cccc(C(=O)Nc2ccccc2C(=O)N2CCOCC2)c1,.,.,-23%,11,108,97,.,.,-6%
COc1cccc(NC(=O)CN2CCN(c3ccc(F)cc3)CC2)c1,14,161,12%,-21,28,49,-14,161,4%
CCN1CC2([N+](=O)[O-])C=CC(=O)C([N+](=O)[O-])(C1)C2CC(=O)c1ccccc1 (stereo unspecified),2,173,-7%,.,.,.,-2,173,6%
COc1ccc(CCNC(=O)C2CCCN(Cc3nc(-c4ccccc4C)oc3C)C2)cc1OC (stereo unspecified),27,38,-37%,-7,72,79,-24,38,-1%
COC(=O)CNC(=O)Cn1ccc2ccccc2c1=O,-20,115,5%,-3,92,95,20,115,16%
Cn1cccc1Cc1nnc(SCC(=O)Nc2nccs2)n1CCc1ccccc1,.,.,-42%,-7,75,82,.,.,-2%
O=C(CSc1nc(-c2ccccc2)cc(C(F)(F)F)n1)NCc1ccco1,-11,66,23%,17,97,79,11,66,4%
Cn1c(=O)[nH]c(=O)c2[nH]c(CN3CCN(C(=O)c4ccco4)CC3)nc21,17,161,8%,4,86,82,-17,161,-1%
CCOc1cc2c(C)cc(=O)oc2cc1Cl,15,171,9%,-12,93,105,-15,171,-6%
O=C1C2Sc3[nH]c(=O)sc3C(c3ccccc3)C2C(=O)N1c1ccccc1 (stereo unspecified),-5,186,-24%,11,99,88,5,186,11%
O=C(O)c1nc(N2CCOCC2)nc(N2CCOCC2)n1,2,85,.,-14,90,104,-2,85,.
Cc1ccc(NC(=O)CC2S/C(=N/c3nccs3)N(C)C2=O)cc1C (stereo unspecified),-7,152,10%,.,.,.,8,152,-5%
Cc1ccc(C)c(NC(=O)CNS(=O)(=O)c2ccccc2)c1,13,117,1%,-16,82,98,-13,117,1%
Cc1ccccc1-c1c(C)oc2cc(O)ccc2c1=O,-8,205,0%,6,100,94,8,205,-10%
CC(C)N1CC(O)=C(c2ccccc2)C1=N,.,.,6%,-1,100,102,.,.,18%
CCOC(=O)C1=C(c2ccccc2)NC(SC)=C(C#N)C1c1ccco1 (stereo unspecified),4,99,14%,21,89,68,-4,99,8%
O=C(Cn1nc(-c2ccc(Cl)cc2)ccc1=O)NCCCN1CCN(Cc2ccccc2)CC1,.,.,-57%,2,98,96,.,.,-14%

Part of the list above, reformatted:
Value order: IL1B NFkB pot | IL1B NFkB pot cell count 2 µM | PLAP inhibitors HTS | MRP resist rev | MRP resist rev cytotoxicity | MRP resist rev with doxorubicin | NFkB transloc inh | NFkB transloc inh cell count 2 µM | Bcl-B TR3 displacers
CCOc1cc2c(C)cc(=O)oc2cc1Cl
    15 | 171 | 9% | -12 | 93 | 105 | -15 | 171 | -6%
O=C1C2Sc3[nH]c(=O)sc3C(c3ccccc3)C2C(=O)N1c1ccccc1 (stereo unspecified)
    -5 | 186 | -24% | 11 | 99 | 88 | 5 | 186 | 11%
O=C(O)c1nc(N2CCOCC2)nc(N2CCOCC2)n1
    2 | 85 | . | -14 | 90 | 104 | -2 | 85 | .
Cc1ccc(NC(=O)CC2S/C(=N/c3nccs3)N(C)C2=O)cc1C (stereo unspecified)
    -7 | 152 | 10% | . | . | . | 8 | 152 | -5%

(continued)
mol,IL1B NFkB pot,IL1B NFkB pot cell count 2 µM,PLAP inhibitors HTS,MRP resist rev,MRP resist rev cytotoxicity,MRP resist rev with doxorubicin,NFkB transloc inh,NFkB transloc inh cell count 2 µM,Bcl-B TR3 displacers
COc1cccc(/C=N/NC(=O)C(=O)NCc2ccco2)c1O,2,202,-74%,.,.,.,-2,202,-2%
CCOc1ccc(CN=C(N)N=C(N)N)cc1Cl,.,.,-5%,.,.,.,.,.,-9%
CCN(CC)C(=O)c1sc(NC(=O)Cc2ccccc2)c(C#N)c1C,9,108,.,-6,81,87,-9,108,.
Cc1ccc(C(C)C)c(OCC(=O)Nc2ccccc2N2CCN(C)CC2)c1,4,164,-61%,-4,35,39,-4,164,-2%
Cc1nn(CC(=O)NCc2ccccc2)c(C)c1[N+](=O)[O-],-7,131,6%,.,.,.,7,131,-7%
O=C(NCCCNCc1ccccc1)c1ccc(/C=N/O)nc1,-8,139,-9%,7,96,89,8,139,5%
O=C(c1cccs1)N1CCN(Cc2nc3ccccc3c(=O)[nH]2)CC1,1,192,-14%,17,99,82,0,192,-4%
Cn1c(SCC(=O)Nc2cc(=O)n(C)c(=O)n2C)nnc1-c1cccs1,.,.,-19%,9,101,92,.,.,-3%
CC1(C)Cc2cccc(OCC(=O)Nc3nccs3)c2O1,-15,144,0%,-27,45,72,14,144,-7%
COc1ccc(-c2cc(C(=O)N3CCN(Cc4ccccc4)CC3)no2)cc1OC,.,.,-74%,9,93,84,.,.,-6%
O=C(Nc1nncs1)c1ccccc1NS(=O)(=O)c1cccs1,4,117,-23%,11,87,76,-4,117,10%
Cc1nnc(-c2cnn(C)c2N)n1Cc1ccccc1F,-6,177,-4%,6,95,89,6,177,-9%
CC(C)C[C@H](NC(=O)OC(C)(C)C)c1nnc(SCC(=O)Nc2ccc(Br)cc2)o1,1,146,-43%,3,94,91,0,146,2%
Cc1c(C(=O)OCCOc2ccccc2)[nH]c2c1C(=O)CCC2,9,150,4%,-7,79,87,-10,150,5%
COc1cc2oc3ccccc3c2cc1N(CC(=O)N(C)C)S(=O)(=O)c1ccc(C)cc1,6,200,-62%,.,.,.,-6,200,5%
CCOc1ccc(N(CC(=O)NC(C)CC)S(=O)(=O)c2c(C)noc2C)cc1 (stereo unspecified),.,.,-14%,-9,78,87,.,.,7%
COc1ccc(C2Nc3ccccc3C(=O)N2Cc2ccco2)cc1COc1ccc([N+](=O)[O-])cc1 (stereo unspecified),14,153,6%,9,94,86,-14,153,-1%
Cc1cc(O)cc(O)c1-c1onc(C(F)(F)F)c1-c1cscn1,-2,183,-3%,-16,60,76,2,183,-8%

Screening results: PubChem BioAssay, several laboratories

An excerpt; the hit share may differ from the screen's.
